# From PubChem
# EPAC2 ag: qHTS for Agonist of cAMP-regulated guanine nucleotide exchange factor 4 (EPAC2): primary screen. Rap guanine nucleotide exchange factor 4 (Homo sapiens), Q8WZA2. EPAC2 activation, biochemical qHTS; response scale: 100% = 6.5 mM cAMP response. Potency, µM (titrated, usually from 154 µM), for inactives: at the top dose activation, hits mostly activators. 360,000 compounds, 0.079% hits; also: potency is read from the fitted curve at half-maximal effect; nearly all actives have a fitted effect of over 50% in size
# Target sequence (Q8WZA2 whole entry, looked up): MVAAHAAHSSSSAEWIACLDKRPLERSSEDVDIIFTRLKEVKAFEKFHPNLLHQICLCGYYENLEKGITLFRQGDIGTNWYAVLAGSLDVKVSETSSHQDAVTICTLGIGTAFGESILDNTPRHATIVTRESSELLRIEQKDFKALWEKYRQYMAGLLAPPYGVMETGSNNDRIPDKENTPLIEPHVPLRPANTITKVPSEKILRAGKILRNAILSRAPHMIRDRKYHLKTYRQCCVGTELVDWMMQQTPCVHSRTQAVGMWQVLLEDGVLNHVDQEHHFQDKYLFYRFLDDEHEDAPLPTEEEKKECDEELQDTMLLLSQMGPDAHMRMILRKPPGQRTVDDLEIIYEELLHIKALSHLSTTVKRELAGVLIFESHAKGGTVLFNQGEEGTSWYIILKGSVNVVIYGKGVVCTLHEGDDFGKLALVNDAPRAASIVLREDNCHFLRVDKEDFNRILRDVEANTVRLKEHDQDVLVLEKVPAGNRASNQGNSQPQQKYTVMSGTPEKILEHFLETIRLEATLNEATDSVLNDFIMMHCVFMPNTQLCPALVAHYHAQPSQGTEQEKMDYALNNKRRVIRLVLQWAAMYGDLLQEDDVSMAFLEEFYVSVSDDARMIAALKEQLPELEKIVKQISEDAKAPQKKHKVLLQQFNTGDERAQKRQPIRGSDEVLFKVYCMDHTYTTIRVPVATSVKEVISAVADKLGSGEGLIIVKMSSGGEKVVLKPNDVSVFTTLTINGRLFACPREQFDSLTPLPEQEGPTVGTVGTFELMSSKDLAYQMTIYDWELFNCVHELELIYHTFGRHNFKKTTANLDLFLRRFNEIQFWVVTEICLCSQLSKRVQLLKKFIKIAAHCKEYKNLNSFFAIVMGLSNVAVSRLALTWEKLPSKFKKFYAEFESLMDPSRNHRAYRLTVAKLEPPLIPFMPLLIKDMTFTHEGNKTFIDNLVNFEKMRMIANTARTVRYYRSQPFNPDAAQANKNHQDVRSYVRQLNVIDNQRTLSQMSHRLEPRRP
#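 In this primary screen, activation is scored as increased exchange of BODIPY-GDP from Rap1B by 100 nM EPAC2, with 50 uM GDP as competitor. Signal is normalized to the 6.5 mM cAMP agonist control.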
# TGFb inhibitor: qHTS for Inhibitors of TGF-b; Potency, µM (highest dose often 46.1 µM), for the others: top-dose activity, negative = inhibition, hits mostly inhibitors; AID 588855, 2011; 410,000 compounds, 1.2% hits; HepG2 CAGA-GFP TGF-b/SMAD3 reporter, GFP fluorescence, 18 h; TGF-beta stimulated, 500 pg/mL final; also: potency is read from the fitted curve at half-maximal effect; % is scaled to controls: 0 for no effect and ±100 for the full control effect; nearly all actives have a fitted effect of over 65% in size
#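 Inhibition of TGF-beta-driven CAGA-GFP reporter expression in HEPG2 cells is measured by cellular GFP fluorescence after 18 h stimulation with 500 pg/mL recombinant TGF-beta in 1% FBS medium at 37 degrees C.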
# MmCpn inh: Inhibitors of TCP-1 ring complex (TRiC) of Methanococcus maripaludis (MmCpn): qHTS; Chaperonin Mm-Cpn (Methanococcus maripaludis); purified Mm-Cpn ATPase, ADP Transcreener TR-FRET; Potency, µM (series often up to 76.9 µM), for inactives: top-dose activity, negative = inhibition, most hits filed as inhibitors; 330,000 compounds, 0.031% hits; also: potency is read from the fitted curve at half-maximal effect; % is scaled to controls: 0 for no effect and ±100 for the full control effect; nearly all actives have a fitted effect of over 80% in size
#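 ATPase turnover read by TR-FRET ADP competition (Eu cryptate antibody/ADP-d2, 665/590 nm): 10uM ATP final, 25nM Mm-CPN final, 30 min 37degC after 10-min compound preincubation, pH 7.4 Tris/KCl/MgCl2/DTT buffer.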
# Nrf2 inh: Nrf2 qHTS screen for inhibitors; Potency, µM (titrated, usually from 46 µM), for inactives: at the top dose activity change, negative = inhibition, usual class: inhibitors; 360,000 compounds, 2.1% hits; AID 504444, 2011; A549 ARE-Fluc reporter, luciferase luminescence, 18-24 h; also: potency is read from the fitted curve at half-maximal effect; % is scaled to controls: 0 for no effect and ±100 for the full control effect; nearly all actives have a fitted effect of over 60% in size
#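 Cells were seeded and rested 2 h, then exposed to compounds for 18-24 h. CellTiter-Fluor was read first as a viability measure. BugLite was added 15 min before the final luminescent read of ARE-luciferase activity in A549 cells.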
# CCT modulator: High-Throughput Screening for Modulators of Cytosolic Chaperonin Activity | AID 651819, 2012 | activity change, % (no concentration beside the values), hits read low | purified chaperonin ATPase assay, HTRF ADP detection, 30 min | 360,000 compounds, 0.3% hits; in the data active = activity change below about -30%; also: % is scaled to controls: 0 for no effect and ±100 for the full control effect
#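 We incubate TRiC, 40 or 20 nM final, with library compounds at 76 uM and 10 uM ATP for 30 min at 37 °C. ADP formed is detected with Transcreener HTRF reagents after 30 min at room temperature.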
# EPAC2 antag: qHTS for Antagonist of cAMP-regulated guanine nucleotide exchange factor 2 (EPAC2): primary screen; EPAC2 GEF exchange of Rap1B-BODIPY-GDP, fluorescence; Potency, µM (series often up to 114 µM), for inactives: at the top dose activity, negative = inhibition, usual class: inhibitors; 360,000 compounds, 0.18% hits; AID 720708, 2013; also: potency is read from the fitted curve at half-maximal effect; % is scaled to controls: 0 for no effect and ±100 for the full control effect; nearly all actives have a fitted effect of over 45% in size; many of its hits are not listed in these tables
# Akt phos inh: HTS Assay for Inhibitors of Akt Phophorylation: Primary Screen; Neuro2A IGF-stimulated pAkt S473 HTRF, 20 min; active compounds read low; 360,000 compounds, 0.32% hits; activity change, % for hits at 50 µM; in the data active = activity change below about -80%; inconclusive = mostly about -51% to -80%; also: % is scaled to controls: 0 for no effect and ±100 for the full control effect
#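 Neuro2A cells in DMEM with 0.5% FBS, overnight at 37 deg C, given compound at single 50 µM final, then IGF (6 nM final) for 20 min at 37 deg C. Lysed; phospho-Akt Ser473 by HTRF after 24 h, 665/615 ratio.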
# A549 tox: Nrf2 qHTS screen for inhibitors: counterscreen for cytotoxicity; A549 ARE-Fluc cells, CellTiter-Fluor viability, 18-24 h; Potency, µM (highest dose often 46 µM), for the others: top-dose activity change, negative = cytotoxicity, most hits filed as inhibitors; 390,000 compounds, 0.16% hits; AID 504648, 2011; also: potency is read from the fitted curve at half-maximal effect; % is scaled to controls: 0 for no effect and ±100 for the full control effect
#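 A549 ARE_Fluc cells in 5% FBS OPTI-MEM were exposed to compounds in concentration-response for 18-24 h at 37 deg C. Viability was read by CellTiter-Fluor fluorescence (Ex 405/Em 525) after 30 min, before the luciferase read.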
# Nrf2 activator: qHTS of Nrf2 Activators | AREc32 ARE-luciferase reporter (MCF7-derived line), luminescence, 24 h | Potency, µM (series often up to 46.1 µM), without a hit: at the highest dose activation, hits mostly activators | 410,000 compounds, 0.31% hits; also: potency is read from the fitted curve at half-maximal effect; % of control where 0% means no effect; nearly all actives have a fitted effect of over 65% in size
#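 AREc32 cells carrying an ARE-driven firefly luciferase, 1000 cells/well in OPTI-MEM with 5% FBS, dosed after overnight attachment and incubated 24 hr at 37 deg C. Steady-Glo luminescence read after 30 min at RT.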
# The depositor's hits bear a star; i = inactive; ? = inconclusive; nt = not tested or not shown; & = joins results of further samples; [ ] = remark or other dose. Unless noted, calls follow the shape of the dose curve; as a rule, active = well fitted curve in the direction sought with a large enough effect; inconclusive = small, poorly fitted or top-dose-only effect, or another doubt; inactive = no such curve, though single readings can be large; an effect the other way counts as inactive or inconclusive.
SMILES,Nrf2 inh,EPAC2 ag,A549 tox,Nrf2 activator,TGFb inhibitor,Akt phos inh,MmCpn inh,CCT modulator,EPAC2 antag
O=C(CCN1CCOCC1)Nc1cc(C(=O)Nc2ccc(Cl)cc2)ccc1N1CC2CC(C1)c1cccc(=O)n1C2 (stereo not drawn),?,8%,-7%,-0.9%,-18%,i,4%,0.1,-4%
O=C(/C=C/c1ccc(Cl)cc1)c1cccnc1,20%,10%,-14%,?,?,i,-3%,-0.3,4%
CC(SCc1ccccc1)C(=O)Nc1ccc(F)cc1 (stereo not drawn),-6%,6%,5%,0.1%,-7%,i,1%,-8.4,-3%
Cc1ccc(NC(=S)N2CCN(Cc3ccccc3)CC2)c(C)c1,12%,-2%,17%,1.6%[9.22 µM],?,i,1%,-0.1,-2%
C[N+]1(CC2COC3(CCCCC3)O2)CCCCC1 (stereo not drawn),15%,8%,-1%,-0.4%,6%,i,1%,-2.4,4%
O=C(Cc1cccc(NC(=O)C2CCCN(C(=O)C3CC3)C2)c1)Nc1cccc(C(=O)N2CCCCC2)c1 (stereo not drawn),-26%,4%,3%,2.5%,-4%,i,nt,-2.4,-5%
O=C(CSc1nc(=O)n2cc(Cl)ccc2n1)Nc1ccc2c(c1)OCO2,-10%,-7%,-4%,0.0%,0%,i,1%,-2.0,5%
CCOc1ccc(C2C(C(=O)NC)=C(C)Nc3nc4ccccc4n32)cc1OC (stereo not drawn),-3%,4%,0%,3.5%,2%,i,nt,-2.2,19%
Cc1cccc(C(=O)Nc2scc(CC(C)C)c2C(=O)O)c1,?,-8%,?,-0.6%,15%,i,-1%,-1.4,12%
Cc1c(NC(=O)c2cc(-c3ccc(Cl)c(Cl)c3)on2)c(=O)n(-c2ccccc2)n1C,?,12%,-3%&-3%,0.2%&0.2%,0%&33%,i,2%,-2.3,-3%
Cc1nn(CC(=O)NCc2ccccc2Cl)c(C)c1[N+](=O)[O-],9%,6%,16%,0.1%,-10%,i,1%,1.7,0%
O=C(C1CCCO1)N1CCN(S(=O)(=O)c2cc(C(F)(F)F)ccc2Cl)CC1 (stereo not drawn),17%,-6%,2%,-0.8%,1%,i,-1%,-0.6,7%
Cc1cc(F)ccc1NCC(=O)Nc1ccc(Br)cc1C,?,11%,23%,-0.3%[9.22 µM],0%,i,0%,-2.7,-16%
COc1ccccc1N1CCN(C(=O)COc2ccc(S(=O)(=O)NC(C)C)cc2)CC1,-1%,-4%,0%,-0.1%,10%,i,0%,0.2,16%
O=C(CCS(=O)(=O)c1ccc(Br)cc1)Nc1ccc(Cl)c(C(F)(F)F)c1,?,nt,3%,5.4%,?,nt,nt,nt,nt
Cc1c(NC(=O)C(C)Oc2cccc(F)c2)c(=O)n(-c2ccccc2)n1C (stereo not drawn),-12%,4%,3%,0.2%,-2%,i,1%,-0.8,2%
COC(=O)N1C(=O)[C@](CC(C)C)(c2ccccc2)N1C(=O)OC,15%,7%,2%,10%,8.9µM*,i,1%,-0.6,9%
COc1ccc(OC)c2sc(N3CCN(C(=O)c4ccc5ncsc5c4)CC3)nc12,8%,12%,2%,0.2%,-21%,i,3%,1.1,-7%
O=S(=O)(NCCCCNS(=O)(=O)c1c(F)cccc1F)c1ccc2c(c1)OCCO2,19%&-2%,7%,-3%&-9%,0.2%,7%,nt,-1%,nt,13%
Cc1ccc(N2C(=O)N(CC(=O)Nc3ccccc3C)C(=O)C2C)cc1 (stereo not drawn),6%,-1%,4%,2.5%,0%,i,-2%,2.5,-13%
COc1ccc(OC)c2c(N3CCN(C)CC3)cc(C(F)(F)F)nc12,2%,-4%,-7%,0.2%,1%,i,-2%,0.5,11%
O=C(c1ccc(CS(=O)c2ccc(Br)cc2)o1)N1CCN(C2CCCCC2)CC1 (stereo not drawn),nt,7%,nt,2.4%,-7%,i,nt,2.5,0%
CS(=O)(=O)c1nc([N+](=O)[O-])nn1CCCc1ccccc1,?,15%,-9%,-2.6%,?,i,nt,-0.7,-7%
N#CCSc1nc(-c2ccccc2)cs1,nt,7%,2%,0.2%,35%[activator],i,0%,0.7,-1%
Cc1ccc(C)c(NS(=O)(=O)c2ccc3oc(=O)ccc3c2)c1,-23%,1%,-9%,-0.2%,-9%,i,-2%,0.6,-22%
C(=N\N(c1ccccc1)c1ccccc1)/c1ccc2c(c1)OCO2,0%,10%,5%,-0.2%,-17%,i,-3%,-2.7,-1%
OC(c1cc(Cl)cc(Cl)c1)c1ncc(-c2cccc(F)c2)[nH]1 (stereo not drawn),nt,5%,nt,0.3%,?,i,nt,-0.2,?
N#C/C(C(N)=O)=C1/SC=C(c2ccccc2)N1c1ccccc1,?,11%,4%,0.0%,13%,i,-1%,-2.3,0%
O=C(c1ccccc1F)N1C(=O)c2cccc3cccc1c23,0%,6%,-2%,0.3%,-23%,i,-1%,-2.6,-9%
Cc1cc(NC(=O)CSc2ncn[nH]2)no1,8%,5%,0%,-0.2%,-15%,i,-2%,0.2,5%
CC(=O)N1CCC(N(CCN2CCOCC2)C(=S)Nc2ccccc2C)CC1,-5%,10%,0%,0.1%,-6%,i,0%,-2.6,2%
CC(C)(C)OC(=O)[C@H](Cc1ccccc1)NC(=O)c1nc[nH]c1C(=O)NCC(=O)OCc1ccccc1,?,-1%,?,-0.6%,-27%,i,-2%,0.2,-21%
N#Cc1c(Cl)nc2c(c1C#N)CCCC2,?,4%,4%,18%,3%,i,1%,-12,9%
CC(C)CN(C(=O)c1ccc(Br)o1)C1CCS(=O)(=O)C1 (stereo not drawn),-5%,2%,1%,0.2%,21%,i,-1%,0.3,-9%
NC(=O)c1cc(S(=O)(=O)N2CCCC2)ccc1OCc1ccc(F)cc1,-12%,15%,2%,-0.2%,23%,i,3%,0.0,1%
COc1ccc(OC)c(N(C)S(=O)(=O)c2ccc3c(c2)NC(=O)CC(=O)N3)c1,-9%,nt,1%,-0.4%,-6%,nt,nt,nt,nt
CCc1ccc(N=C2N=C(N)c3ccccc32)cc1,?,-2%,-7%,6.0%,6%,i,1%,-2.1,0%
Cc1noc(C)c1C(=O)NCCCN1CCCC1=O,9%,7%,0%,1.6%,3%,i,0%,-5.1,-6%
CCN(Cc1cc2cc(OC)ccc2[nH]c1=O)C(=O)c1ccncc1,-25%,4%,-4%,-0.8%,0%,i,1%,-1.4,2%
COc1cc(/C=N/n2c(=S)[nH]nc(C)c2=O)cc([N+](=O)[O-])c1O,1%,0%,?,-0.2%,3%,i,-2%,0.8,-15%
O=C(/C=C/c1ccccc1Cl)N1CCC(c2nc3ccccc3o2)CC1,-30%,nt,-2%,3.4%,-20%,nt,nt,nt,nt
CC(C)c1ccc(OCC(O)CN2CCCC2)cc1 (stereo not drawn),-10%,-2%,-3%,-0.1%[9.22 µM],-1%,i,-3%,-4.3,0%
CCc1nnc(NC(=O)C2CCCN(c3nc4ccccc4s3)C2)s1 (stereo not drawn),nt,-7%,-2%,-0.3%,15%,nt,0%,-1.7,2%
Cc1ccn2c(C(=O)CSc3ccccc3)c(C)nc2c1,-4%,-2%,1%,6.4%,-19%,i,-1%,0.5,7%
CCC(=O)Nc1cccc(NC(=O)c2ccccc2Br)c1,7%,-7%,5%,-0.9%,12%,i,2%,0.1,-1%
COc1cc(/C=N/NC(=O)c2c(-c3c(Cl)cccc3Cl)noc2C)ccc1OCC(N)=O,11%,3%,-2%,4.1%,0%,i,-1%,-1.1,-2%
C=CCNc1nc2ccccc2nc1NS(=O)(=O)c1ccc(F)cc1,?,-5%,?,-0.3%,-23%,i,-2%,-0.3,-11%
Cc1ccc(C2=NS(=O)(=O)N(C)C(C(=O)Nc3ccc(F)cc3F)=C2)cc1,?,10%,-8%,0.0%,?,i,1%,0.8,1%
COC(=O)c1sc(N)c(C(=O)OC)c1Cn1ncc(Cl)c(Cl)c1=O,1%,7%,1%,?,-26%,i,-4%,1.3,-13%
CCN(CC(=O)Nc1ccc(NC(C)=O)cc1)C(=O)c1cn(-c2ccccc2)nc1-c1cccs1,-25%,-2%,-13%,-0.4%,-7%,i,-5%,-1.3,-10%
COCCSc1ccccc1C(=O)Nc1cccnc1,-5%,0%,-12%,-0.5%,0%,i,-1%,-1.7,13%
COc1ccccc1N1CCN(CCCNC(=O)Nc2ccccc2C)CC1,nt,7%,-1%,-0.7%,-13%,i,-2%,0.4,15%
O=C(Nc1ccc(Cl)cc1)c1ccc2snnc2c1,?,-1%,-7%,6.2%,1%,i,0%,-1.1,2%

# Molecules from the list above with a furan ring, fused or not:
SMILES,Nrf2 inh,EPAC2 ag,A549 tox,Nrf2 activator,TGFb inhibitor,Akt phos inh,MmCpn inh,CCT modulator,EPAC2 antag
O=C(c1ccc(CS(=O)c2ccc(Br)cc2)o1)N1CCN(C2CCCCC2)CC1 (stereo not drawn),nt,7%,nt,2.4%,-7%,i,nt,2.5,0%
CC(C)CN(C(=O)c1ccc(Br)o1)C1CCS(=O)(=O)C1 (stereo not drawn),-5%,2%,1%,0.2%,21%,i,-1%,0.3,-9%

# A portion of the library, so the mix of outcomes need not match the whole.
